PHOSPHO1 inh: inhibitors of human PHOSPHO1 phosphatase. recombinant PHOSPHO1, absorbance phosphatase assay. actives 1.1% (n = 290,000). AID 1565. Q8TCT1. inhibition, % at 13.3 µM; in the data active means inhibition above about 60%
Target sequence (Q8TCT1 whole entry, looked up): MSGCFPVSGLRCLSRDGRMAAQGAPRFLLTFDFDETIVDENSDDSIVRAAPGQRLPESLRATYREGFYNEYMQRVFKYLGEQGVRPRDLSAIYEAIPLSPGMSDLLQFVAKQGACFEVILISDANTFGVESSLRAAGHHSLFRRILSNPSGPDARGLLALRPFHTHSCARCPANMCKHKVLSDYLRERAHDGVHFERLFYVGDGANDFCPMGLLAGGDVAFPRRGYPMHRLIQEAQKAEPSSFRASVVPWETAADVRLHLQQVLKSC
IDE cell inh: cellular human IDE inhibition | HEK cells, FAbetaB cleavage, fluorescence polarization | inhibition, % at 5.59 µM | P14735 | AID 434962 | actives 0.41% (n = 320,000);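 active means percent inhibition above the average of all tested compounds plus 3 SD, set per screening campaign, cut at about 16% in these data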;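 further: IDE supplied by intact live HEK cells; FP after avidin binding of uncleaved biotin substrate so inhibition keeps polarization high; 0% = DMSO wells and 100% = 60 µM reference IDE inhibitor Ii1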
p-CIP stab down: lowers stability of the mouse p/CIP coactivator protein; F442A p/CIP-EGFP cells, EGFP fluorescence, 16 h; decrease of EGFP signal, % at 10 µM; actives 0.01% (n = 290,000);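 active means EGFP signal decrease of at least 30% at 10 µM or well 3 SD below plate mean, unless failing retest; inactive means the rest, including hits failing retest or dose response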; further: some compounds called inactive have numbers as strong as hits; many of its hits are not listed in these tables
CRFR2-BP antag: CRF-BP/CRF-R2 complex antagonism. HEK293 CRF-R2/CRF-BP, CRF-induced calcium fluorescence. inhibition, % at 11.8 µM. actives 0.59% (n = 350,000). AID 588475;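 active means inhibition of the ligand-induced calcium signal above about 50% at the single tested concentration, limit read from the data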
CHRM4 PAM: CHRM4 positive allosteric modulation | P08173 | CHO-K1 hM4/Gqi5, Fluo-8 calcium fluorescence, ACh EC20; 0% = ACh EC20, 100% = maximal ACh | activation, % at 3 µM | actives 0.4% (n = 360,000) | AID 624126;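 active means activation above its plate's cutoff, the mean activation of sample wells plus 3 SD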; further: some results filed as inactive read as strong as hits
Target sequence (P08173 whole entry, looked up): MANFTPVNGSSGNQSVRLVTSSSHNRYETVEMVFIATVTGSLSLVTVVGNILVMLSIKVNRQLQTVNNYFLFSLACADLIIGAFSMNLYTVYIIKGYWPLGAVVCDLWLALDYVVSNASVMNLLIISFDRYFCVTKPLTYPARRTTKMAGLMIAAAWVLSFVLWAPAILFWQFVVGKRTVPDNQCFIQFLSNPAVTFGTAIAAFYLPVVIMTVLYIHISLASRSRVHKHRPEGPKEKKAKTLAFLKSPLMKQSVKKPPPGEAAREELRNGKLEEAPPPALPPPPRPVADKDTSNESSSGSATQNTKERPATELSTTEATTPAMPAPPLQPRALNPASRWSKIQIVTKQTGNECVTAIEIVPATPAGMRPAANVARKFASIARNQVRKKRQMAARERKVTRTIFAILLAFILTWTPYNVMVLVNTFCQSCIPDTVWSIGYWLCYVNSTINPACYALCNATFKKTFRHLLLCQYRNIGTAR
CRFBP-R2 agonist: CRF-BP/CRF-R2 complex agonism; HEK293 CRF-R2/CRF-BP, calcium dye fluorescence (FLIPR); percent of saturating CRF peptide response; activation, % at 13.2 µM; actives 0.46% (n = 350,000);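 active means activation of at least 50%, plus an integration ratio under a set limit after plate pattern correction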;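 further: plate controls were neutral control wells without compound for no effect and CRF at EC100 for full effect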
MEKK3 PB1 HTS: MEKK3-MEK5 PB1 interaction, increase or decrease; bead-based flow cytometry, Alexa488-MEK5 binding to MEKK3; actives lie on both sides; 0 = blocked by unlabeled MEK5, 100 = vehicle; Q99759; actives 1.4% (n = 290,000); binding response (% of control), % at 10 µM; AID 1529;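 active means binding response more than 3 SD above or below the average of its plate-row segment, actives on both sides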;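 further: Alexa488 bead fluorescence after subtracting the streptavidin-only scavenger bead signal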
IDE act: boosts human insulin-degrading enzyme activity in HEK cells. FAbeta-B cleavage, fluorescence polarization; 0% vehicle, 100% cell-free pure enzyme wells. AID 493087. activation, % at 5.96 µM. actives 0.073% (n = 340,000);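 active means activation above the mean of all tested compounds plus 3 SD, set per screening campaign, cut at about 17% in these data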
GalR3 antagonist: blocks the human galanin receptor 3; O60755; HEK293 GalR3-CNG cAMP membrane potential fluorescence; galR3 body fused to GalR1 C-terminus; inhibition, % at 3 µM; actives 0.44% (n = 360,000); AID 651719;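 active means inhibition above the screen-wide average plus 3 SD, cut at about 13% in these data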;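 further: forskolin and galanin both at EC90 stimulate the cells; cAMP rise reported by CNG channel membrane potential dye signal; 0% = forskolin plus galanin with DMSO and 100% = forskolin alone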
Target sequence (O60755 1-299 limits assumed): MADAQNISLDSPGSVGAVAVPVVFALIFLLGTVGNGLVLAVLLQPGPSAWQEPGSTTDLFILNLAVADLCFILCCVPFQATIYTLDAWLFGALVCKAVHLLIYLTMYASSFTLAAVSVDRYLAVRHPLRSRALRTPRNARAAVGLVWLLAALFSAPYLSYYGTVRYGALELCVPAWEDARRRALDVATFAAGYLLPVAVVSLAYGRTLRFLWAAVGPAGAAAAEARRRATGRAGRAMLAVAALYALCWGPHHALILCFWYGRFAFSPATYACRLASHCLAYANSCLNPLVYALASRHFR
The depositor's hits bear a star; / = no result given.

SMILES	PHOSPHO1 inh	IDE cell inh	p-CIP stab down	CRFR2-BP antag	CHRM4 PAM	CRFBP-R2 agonist	MEKK3 PB1 HTS	IDE act	GalR3 antagonist
C/C(CCc1ccccc1)=N\NC(=S)NCCc1ccccc1	-39	4	-4	7	3	1.8	102	7	-6
CCOC(=O)C1CCN(CC(=O)N2CCc3ccccc32)CC1	35	-1	6	8	3	-1.9	99	1	-8
Cc1ccc(-n2c(N)cc(=O)nc2SCC(=O)N2CCN(c3ccccc3)CC2)cc1	58	-3	-4	-8	2	0.9	102	0	-3
CCOC(=O)C1CCN(C(=O)Cc2cccs2)CC1	18	3	5	-12	10	-0.7	106	-2	-1
COC(=O)C(Cc1c[nH]c2ccccc12)NC(=O)C1CC1 (stereo unspecified)	24	-2	-10	-4	2	2.4	104	-2	-8
O=C(Nc1ccc2[nH]ncc2c1)c1ccc(F)cc1	25	-1	-4	0	1	-1.8	96	6	-4
O=C(CC1CCOCC1)Nc1ccc(Cl)c(Cl)c1	8	1	1	-13	1	4.5	97	0	4
Cc1ccccc1NC(=O)/C(C#N)=C\c1cc(C)n(-c2ccc(C(=O)O)cc2)c1C	32	4	-9	-4	11	-0.6	98	4	-5
Cc1nc(N2CCOCC2)c2c(C)c(C(=O)Nc3ccc(F)cc3Cl)sc2n1	-2	1	8	7	1	-1.5	102	7	14*
CC(=O)c1ccc(NC(=O)C2CC2c2ccccc2)cc1 (stereo unspecified)	/	0	/	1	-6	-1.0	/	7	-4

Compound profiles (already shown).
Shown for O=C(CC1CCOCC1)Nc1ccc(Cl)c(Cl)c1 : PHOSPHO1 inh = 8; IDE cell inh = 1; p-CIP stab down = 1; CRFR2-BP antag = -13; CHRM4 PAM = 1; CRFBP-R2 agonist = 4.5; MEKK3 PB1 HTS = 97; IDE act = 0; GalR3 antagonist = 4
Shown for Cc1ccc(-n2c(N)cc(=O)nc2SCC(=O)N2CCN(c3ccccc3)CC2)cc1 : PHOSPHO1 inh = 58; IDE cell inh = -3; p-CIP stab down = -4; CRFR2-BP antag = -8; CHRM4 PAM = 2; CRFBP-R2 agonist = 0.9; MEKK3 PB1 HTS = 102; IDE act = 0; GalR3 antagonist = -3

(more compounds)
SMILES	PHOSPHO1 inh	IDE cell inh	p-CIP stab down	CRFR2-BP antag	CHRM4 PAM	CRFBP-R2 agonist	MEKK3 PB1 HTS	IDE act	GalR3 antagonist
CCCCCCn1c(N2CCCC2)nc2c1c(=O)n(C)c(=O)n2C	4	-3	-1	0	-3	-3.1	101	3	-9
CCCCN1C(=O)C(CC(=O)NCCCCc2ccccc2)CC(C(=O)N(C)C)=C1C (stereo unspecified)	/	/	/	-2	16	2.0	/	/	-6
CC(C)(C)C(=O)Nc1ccc(C(=O)Nc2cccnc2)cc1	14	3	-5	-13	1	-0.1	100	-3	-3
Cc1ccc(SCCn2nc(C(=O)O)c3ccccc3c2=O)cc1	28	-2	-6	-7	2	0.4	118	3	10
CC(=O)c1cccc(NC(=O)Nc2cc3sccc3n2C)c1	18	0	8	/	/	/	109	/	/
CC(C)[C@@H](NC(=O)OC(C)(C)C)C(=O)NCC1CCC(C(=O)N[C@@H](Cc2ccccc2)C(=O)O)CC1 (stereo partly specified)	28	2	1	4	1	3.4	107	0	5
CSc1ccc(C(=O)C2CCCN(C(=O)c3ccc4c(c3)no[n+]4[O-])C2)cc1 (stereo unspecified)	27	2	-5	22	-2	-4.0	103	0	-4
COc1cc(OC)cc(C(=O)NC2CC3CCC(C2)N3Cc2ccco2)c1 (stereo unspecified)	12	/	-27	58*	-5	-0.5	96	-3	-3
O=C(CN1CCN(Cc2ccc3c(c2)OCO3)CC1)NCC(F)(F)F	-1	-6	-11	-2	-1	1.2	99	2	-9
CCC(=O)Nc1ccc(Br)cn1	21	1	-14	-7	8	4.0	97	-4	-1

Molecules from the list above with a halogen, in the order listed:
SMILES	PHOSPHO1 inh	IDE cell inh	p-CIP stab down	CRFR2-BP antag	CHRM4 PAM	CRFBP-R2 agonist	MEKK3 PB1 HTS	IDE act	GalR3 antagonist
O=C(Nc1ccc2[nH]ncc2c1)c1ccc(F)cc1	25	-1	-4	0	1	-1.8	96	6	-4
O=C(CC1CCOCC1)Nc1ccc(Cl)c(Cl)c1	8	1	1	-13	1	4.5	97	0	4
Cc1nc(N2CCOCC2)c2c(C)c(C(=O)Nc3ccc(F)cc3Cl)sc2n1	-2	1	8	7	1	-1.5	102	7	14*
O=C(CN1CCN(Cc2ccc3c(c2)OCO3)CC1)NCC(F)(F)F	-1	-6	-11	-2	-1	1.2	99	2	-9
CCC(=O)Nc1ccc(Br)cn1	21	1	-14	-7	8	4.0	97	-4	-1

Continuation.
SMILES	PHOSPHO1 inh	IDE cell inh	p-CIP stab down	CRFR2-BP antag	CHRM4 PAM	CRFBP-R2 agonist	MEKK3 PB1 HTS	IDE act	GalR3 antagonist
CCOC(=O)N1CCC(NC(=O)CSCc2nc(-c3ccc(OC)cc3)oc2C)CC1	44	-2	-1	4	-2	-1.4	102	5	-5
Cc1ccc(-c2nnc(SCC(=O)NC3CCCC3)n2C)cc1	49	-3	-6	-7	10	-0.4	102	-6	-3
O=C(CSc1nnc2ccccn12)NCCc1ccc(F)cc1	20	-2	-7	0	0	-0.7	127	3	-6
CC(Nc1cc(=O)n(C)c(=O)n1C)c1ccccc1 (stereo unspecified)	-11	0	0	-15	-4	-0.4	97	-2	-4
COc1ccc(/C=N/NC(=S)Nc2ccccc2)cc1COc1ccc(F)cc1	-23	2	-21	-4	11	1.6	99	3	12
CC(/C=N/NC(=O)c1cc(-c2ccc(C)o2)[nH]n1)=C\c1ccccc1	-1	11	2	-33	0	0.6	103	-1	-7
O=C(C1Cc2ccccc2CN1C(=O)c1ccccc1)N1CCN(c2ccccc2)CC1 (stereo unspecified)	-8	4	7	8	2	-2.5	100	3	-1
C=CCOn1c(-n2nc(C)cc2C)nc2ccccc2c1=O	/	3	-9	-6	3	-0.6	99	0	-3
O=C(CSc1nn(-c2ccccc2)c(=S)s1)Nc1ncccn1	-31	-1	-8	0	6	-0.5	100	7	-6
Cc1cc(C)n(C(=O)/C(C#N)=N/Nc2cc(Cl)cc(Cl)c2)n1	44	-6	-14	25	-15	19	116	-2	/
Cc1ccccc1NC(=O)Cc1nc(CSc2nnc(-c3ccc4c(c3)OCO4)o2)cs1	50	1	-3	1	-6	-0.9	103	1	3
CCOC(=O)Cn1cc(C(=O)C(=O)N2CCOCC2)c2ccccc21	22	-3	-2	11	10	0.6	104	3	-3
CC1CCc2sc(C(=O)NCc3ccccn3)cc2C1 (stereo unspecified)	/	4	/	10	10	-3.6	/	-1	-5
Cc1oc(-c2ccc(Cl)cc2)nc1CN1CCCC(C(=O)NCc2cccnc2)C1 (stereo unspecified)	18	-3	8	4	-5	-0.4	101	-2	83*
CCCOc1ccc(-c2nnn(CC(=O)N3CCC(C)CC3)n2)cc1	19	-4	0	-12	6	0.4	99	2	-5
Cc1ccc(CNC(=O)Cn2c(=O)c3sccc3n(Cc3ccc([N+](=O)[O-])cc3)c2=O)cc1	-5	-2	-11	26	21	-0.6	163*	-5	-9
CC(C)Nc1nc(NC2CCCC2)nc(N2CCOCC2)n1	/	/	/	19	4	0.8	/	-2	-5
CN(C)C(CNC(=O)CCc1c[nH]c2ccccc12)c1ccccc1 (stereo unspecified)	-20	-3	-3	-9	-2	-1.4	102	4	2
CC1(c2nnc(-c3cccc(Cl)c3)o2)CC(c2ccc(OC(F)(F)F)cc2)=NO1 (stereo unspecified)	-13	0	1	-3	4	1.5	99	-1	1
COc1ccc(/C(C)=N/NC(=O)CNC(=O)COc2ccccc2)c(OC)c1	7	1	1	3	-8	0.2	100	1	0

Three entries out of the list above, sorted by their value in CHRM4 PAM, high to low:
compound | PHOSPHO1 inh | IDE cell inh | p-CIP stab down | CRFR2-BP antag | CHRM4 PAM | CRFBP-R2 agonist | MEKK3 PB1 HTS | IDE act | GalR3 antagonist
CCOC(=O)Cn1cc(C(=O)C(=O)N2CCOCC2)c2ccccc21 | 22 | -3 | -2 | 11 | 10 | 0.6 | 104 | 3 | -3
Cc1ccccc1NC(=O)Cc1nc(CSc2nnc(-c3ccc4c(c3)OCO4)o2)cs1 | 50 | 1 | -3 | 1 | -6 | -0.9 | 103 | 1 | 3
COc1ccc(/C(C)=N/NC(=O)CNC(=O)COc2ccccc2)c(OC)c1 | 7 | 1 | 1 | 3 | -8 | 0.2 | 100 | 1 | 0

Going on with the list.
SMILES	PHOSPHO1 inh	IDE cell inh	p-CIP stab down	CRFR2-BP antag	CHRM4 PAM	CRFBP-R2 agonist	MEKK3 PB1 HTS	IDE act	GalR3 antagonist
O=c1ncn(-c2cccc(F)c2)c2ncccc12	0	-3	5	0	-3	-1.6	98	2	-1
O=C(NCCOc1ccc(Cl)cc1)C1CC(=O)N(c2ccc(F)cc2)C1 (stereo unspecified)	20	2	1	23	-4	-0.1	90	5	-7
C=CC[C@@H]1C=C[C@H](O/N=C/c2ccc(C(=O)N3[C@H](c4ccc(C)cc4)[C@@H](C)CC[C@H]3C(=O)OC)cc2)[C@@H](CO)O1	11	2	6	/	/	/	89	/	/
O=c1ccn(CCOc2ccc(Cl)cc2)c(=O)[nH]1	44	7	-7	-6	-3	-0.4	103	4	0
Cc1ccccc1CSc1[nH]c(=O)ncc1C	7	2	-7	-26	7	1.4	101	-2	0
CC(C)(C)c1ccc(NC(=O)COC(=O)c2ccc([N+](=O)[O-])s2)cc1	-7	0	-3	-34	-4	-0.9	99	-1	-4
CCOC(=O)c1ccccc1-c1cn2cc(Cl)ccc2n1	20	-1	-1	0	-8	-1.3	91	4	-1
Cc1ccc(OCCCn2cc(C#N)c3ccccc32)cc1	3	-1	0	13	-13	6.2	86	-4	0
COc1ccc(Oc2nc(C)cc(C)c2S(=O)(=O)c2ccc(C)cc2)cc1	4	8	-7	41	-2	-2.4	/	-2	-5
CC(NC(=O)CCc1nnc(-c2ccc(-c3ccccc3)cc2)o1)c1nc2ccccc2[nH]1 (stereo unspecified)	1	-1	-4	-4	-9	-0.5	101	-9	-9
CCC1CCCCN1C(=O)c1ccc(OC)c(OC2CCN(C(C)=O)CC2)c1 (stereo unspecified)	/	/	-4	8	-1	-0.4	100	5	2
O=C(NCc1cccc(Cl)c1)C1CCC(=O)N(CCCN2CCOCC2)C1 (stereo unspecified)	26	/	-2	20	-3	-1.0	104	3	-8
CC(NCc1ccccc1O)c1ccccc1 (stereo unspecified)	-26	6	-1	-19	-2	0.9	98	-1	2
COc1ccc(NC(=O)CN(C)C(=O)c2ccc(N3CCOCC3)c([N+](=O)[O-])c2)cc1	/	0	/	7	5	0.2	/	6	5
CCOC(=O)N1CCN(C(=O)C2CCC(=O)N(CCc3ccccc3)C2)CC1 (stereo unspecified)	20	5	2	-3	-2	1.0	98	2	-3
CCOC(=O)c1c(NS(C)(=O)=O)sc2c1CCC(C)C2 (stereo unspecified)	32	0	-4	-16	6	-1.9	104	6	5
O=C(NC(=S)N1CCN(CCO)CC1)C12CC3CC(CC(C3)C1)C2	51	-3	-2	-19	-4	-1.5	101	0	1
CN(C)S(=O)(=O)c1ccc2nnn(O)c2c1	6	-6	-6	22	16	4.5	100	-2	8
CN(C(=O)C1CC1)c1ccccc1	/	/	/	-26	2	2.8	/	/	-4

Assay outcomes: PubChem, several laboratories
